# Screening results: PubChem, several laboratories
# CHT allo act: CHT positive allosteric modulators, primary screen, cell-based, membrane potential dye, choline EC20; High affinity choline transporter 1 (Homo sapiens), Q9GZV3; CHT-expressing cells; active compounds read high; LV-AA mutant CHT in HEK293 cells; B-score at 10 µM; 310,000 compounds, 0.49% hits;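 active means initial fluorescence not abnormally high and integrated response B-score, plate-corrected, over 3 SD above library mean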
# Target sequence (Q9GZV3 whole entry, looked up): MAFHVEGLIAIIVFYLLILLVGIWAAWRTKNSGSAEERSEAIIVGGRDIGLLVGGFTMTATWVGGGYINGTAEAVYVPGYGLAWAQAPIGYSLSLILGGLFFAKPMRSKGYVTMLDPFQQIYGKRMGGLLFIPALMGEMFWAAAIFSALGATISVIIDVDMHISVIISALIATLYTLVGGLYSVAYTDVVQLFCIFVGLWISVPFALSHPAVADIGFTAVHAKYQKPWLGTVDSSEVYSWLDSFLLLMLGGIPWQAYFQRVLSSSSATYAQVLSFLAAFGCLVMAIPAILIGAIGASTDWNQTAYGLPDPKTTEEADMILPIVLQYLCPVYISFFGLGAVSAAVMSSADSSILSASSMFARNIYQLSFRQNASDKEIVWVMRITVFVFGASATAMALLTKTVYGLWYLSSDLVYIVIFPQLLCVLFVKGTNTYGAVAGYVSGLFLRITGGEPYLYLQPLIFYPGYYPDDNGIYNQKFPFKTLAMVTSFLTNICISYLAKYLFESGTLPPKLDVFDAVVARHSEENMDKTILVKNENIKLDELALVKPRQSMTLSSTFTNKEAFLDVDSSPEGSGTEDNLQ
# OX1R antagonist: OX1R (HCRTR1) antagonists, primary screen, fluorescence, CHO/OX1R cells, Fluo-8 calcium, orexin A; Orexin/Hypocretin receptor type 1 (Homo sapiens), O43613; Fluo-8 calcium fluorescence; inhibition, % at 5 µM; 330,000 compounds, 0.43% hits; AID 434989, 2010;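 active means inhibition above its plate's threshold, mean inhibition of all tested compounds on the plate plus 3 SD, cut at about 37% in these data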;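 further: 0% = orexin A challenge wells and 100% = SB-334867-A antagonist wells; not every result past the cut was called active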
# Target sequence (O43613 whole entry, looked up): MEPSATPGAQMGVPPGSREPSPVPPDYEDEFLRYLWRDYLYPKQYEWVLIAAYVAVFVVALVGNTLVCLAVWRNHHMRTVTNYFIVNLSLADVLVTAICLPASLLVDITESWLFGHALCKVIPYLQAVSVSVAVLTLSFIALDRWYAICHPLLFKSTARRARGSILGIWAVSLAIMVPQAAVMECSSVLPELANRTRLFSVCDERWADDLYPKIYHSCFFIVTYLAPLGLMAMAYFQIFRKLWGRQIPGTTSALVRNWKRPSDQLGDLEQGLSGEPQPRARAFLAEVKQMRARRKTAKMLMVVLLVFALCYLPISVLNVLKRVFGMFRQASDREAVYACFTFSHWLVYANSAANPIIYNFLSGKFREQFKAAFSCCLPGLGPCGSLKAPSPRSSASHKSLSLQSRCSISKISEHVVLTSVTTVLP
# Starred values were filed as active, the others as inactive; i = inactive; . = no result given.
no.	Structure	OX1R antagonist	CHT allo act
1	CCC1(CC)NC(=O)N(CC(=O)OC(C)C(=O)Nc2ccc(NC(C)=O)cc2)C1=O (configuration not stated)	-14	i
2	Cc1ccc2nc(Nc3nc(-c4ccccc4)cc(=O)[nH]3)nc(C)c2c1	-4	i
3	COC(=O)C1=C(C)N(c2cc(Cl)cc(Cl)c2)C(=O)C1	-24	i
4	COc1ccc(CN2C(=O)C(O)(CC(=O)c3c(C)n[nH]c3C)c3ccccc32)cc1OC (configuration not stated)	2	i
5	C=CCn1c(=O)c2ccccc2n2c(SCC(=O)NCCc3ccccc3)nnc12	-41	i
6	COC(=O)c1ccc(CN2C(=O)c3ccccc3S2(=O)=O)cc1	-9	i
7	COc1ccc(-c2noc(C3CCCN(S(=O)(=O)c4ccc(C)c(Cl)c4)C3)n2)cc1OC (configuration not stated)	-5	i
8	Cc1cc(NC(=O)CSCC(=O)Nc2nc3ccccc3[nH]2)no1	-14	i
9	O=C(CCNC(=O)c1ccccc1Cl)Nc1nc2ccccc2s1	-10	i
10	CCCc1cc(C(=O)Nc2cnn(Cc3ccc(F)cc3)c2)no1	-7	i
11	Cc1c(CCCN)c2ccccc2n1Cc1ccccc1	7	i
12	CCOc1ccc(OCC)c(NC(=O)CN2CCN(c3cccc(C)c3)C(C)C2)c1 (configuration not stated)	-2	i
13	COC(=O)c1ccc(Oc2cc(C)nc(NCc3ccccc3)n2)cc1	-37	i
14	Cc1cc(/C=N\O)c(C)n1-c1ccncc1	-12	i
15	OCCNCC(O)Cn1c2ccccc2c2ccccc21 (configuration not stated)	-5	i
16	COc1cccc(NC(=O)CNCc2ccccc2)c1	-11	i
17	COc1ccc(C(C(=O)NCc2ccccc2)N(Cc2cccnc2)C(=O)c2snc(C(N)=O)c2N)cc1OC (configuration not stated)	-16	i
18	CCc1ccc(N2CC(C(=O)Nc3nccs3)CC2=O)cc1 (configuration not stated)	-16	i
19	Cc1cc(C)n(-c2nc3c(c(=O)[nH]c(=O)n3C)n2CC(O)COc2ccccc2)n1 (configuration not stated)	-31	i
20	CCCn1c(SCCC(=O)O)nc2ccccc21	-10	i
21	O=C(NCC(c1ccco1)N1CCN(c2ccccc2F)CC1)C(=O)NC1CCCCC1 (configuration not stated)	-23	i
22	CCOC(=O)n1cc(C(=O)c2ccccc2O)cn1	-13	i
23	Nc1nonc1C(=O)NCCN=Cc1ccccc1O	-7	i
24	CCOc1ccc(Nc2cc(C)nc3ccc(C)cc23)cc1	-24	i
25	CCN(CCn1cccn1)Cc1c(C(=O)N2CCCCCCC2)nc2ccc(Cl)cn12	-33	i
26	O=C1NC(=S)SC1=C1CCCC1	-14	i
27	COc1cnc(-c2ccccc2)nc1Oc1cccc(C)c1	-25	i
28	COc1ccc(C)cc1NS(=O)(=O)c1ccc2c(c1)oc(=O)n2C	-21	i
29	CCCCN(CC)S(=O)(=O)c1c(C)[nH]c(=O)[nH]c1=O	-10	i
30	COc1cccc2cc(-c3ccccc3)c(=O)oc12	-22	i

# Molecules listed so far that contain fluorine:
no.	Structure	OX1R antagonist	CHT allo act
10	CCCc1cc(C(=O)Nc2cnn(Cc3ccc(F)cc3)c2)no1	-7	i
21	O=C(NCC(c1ccco1)N1CCN(c2ccccc2F)CC1)C(=O)NC1CCCCC1 (configuration not stated)	-23	i

# Carrying on:
no.	Structure	OX1R antagonist	CHT allo act
31	O=C(N/N=C/c1cccnc1)NC12CC3CC(CC(C3)C1)C2	-13	i
32	O=c1[nH]cnc(O)c1C(c1ccc2c(c1)OCO2)c1c(O)nc[nH]c1=O	-11	i
33	Cc1cc(NC(=O)CSc2nnnn2-c2ccc(F)cc2)no1	-14	i
34	Cn1c(/C=C/c2cccc([N+](=O)[O-])c2)nc2ccccc2c1=O	-8	i
35	COC(=O)/C=C(\C)NC(=O)c1cccs1	-2	i
36	C=CCC[C@@H](Cc1ccc(F)cc1)C(=O)OC[C@@H](Cc1c[nH]c2ccccc12)NC(=O)[C@@H](CC=C)CC(=O)NCCO	-27	.
37	CCCCc1cc(=O)oc2c(CN(C)C)c(O)ccc12	-11	i
38	COc1cccc(OC)c1OCC(O)CN1CCN(c2ccccc2)CC1 (configuration not stated)	-5	i
39	CC(=O)n1c2c(c3ccccc31)OC(N)=C(C#N)C2c1ccc(C(C)C)cc1 (configuration not stated)	-21	i
40	c1ccc(-c2cn3c(n2)SCC3)cc1	-18	i
41	O=C(C1CCCO1)N1CCN(Cc2nc3ccccc3c(=O)[nH]2)CC1 (configuration not stated)	-18	i
42	COc1ccccc1NC(=O)CSc1nc2[nH]ncc2c(=O)[nH]1	-13	i
43	Cc1nc2scc(C)n2c(=O)c1S(=O)(=O)N1CCN(c2ccc([N+](=O)[O-])cc2)CC1	-5	i
44	COc1cc(NC(=S)NCc2ccc(S(N)(=O)=O)cc2)cc(OC)c1	-5	i
45	CSc1ccc(/C=C(\NC(=O)c2ccccc2)C(=O)NCCN2CCOCC2)cc1	-1	i

# Entries of single compounds from above.
# CCCCc1cc(=O)oc2c(CN(C)C)c(O)ccc12 across the screens: OX1R antagonist: -11; CHT allo act: i
# Cn1c(/C=C/c2cccc([N+](=O)[O-])c2)nc2ccccc2c1=O across the screens: OX1R antagonist: -8; CHT allo act: i

# Later entries.
no.	Structure	OX1R antagonist	CHT allo act
46	O=C(c1cn(-c2ccccc2)nc1-c1ccc(Br)cc1)N1CCOCC1	-48	i
47	CCN1C(=O)/C(=C/c2c(C)nn(C)c2C)SC1=S	-28	i
48	CCOc1ccc(NC(=S)Nc2ccc(C)c([N+](=O)[O-])c2)cc1	-40	i
49	O=C1C2CC=C(Cl)CC2C(=O)N1CCCCCCN1C(=O)C2CC=C(Cl)CC2C1=O (configuration not stated)	1	i
50	O=C(COC(=O)c1cc[n+]([O-])cc1)Nc1cccc(Cl)c1Cl	4	i
51	COc1ccc2c(c1)[nH]c1c(Cl)ncnc12	2	i
52	O=C(O)c1cccc(S(=O)(=O)Nc2ccc3oc(=O)sc3c2)c1	-1	i
53	O=C(CSc1nnc(NC(=O)C2CC2)s1)Nc1ccc2c(c1)OCCO2	-13	i
54	COc1cccc(NC(=O)N2CCN(c3cccc(C)c3C)CC2)c1	25	i
55	COc1cccc(NC(=O)c2cc(Cl)nnc2Cl)c1	-20	i
56	O=C(CCNC(=O)c1ccc([N+](=O)[O-])cc1)N/N=C/c1ccc(F)cc1	-27	i
57	OC(COc1c(F)cc(Br)cc1F)CN1CCN(c2ccc(F)cc2)CC1 (configuration not stated)	-24	i
58	COc1cccc(-c2nc(CS(=O)(=O)CC(=O)N3CCc4ccccc43)c(C)o2)c1	-19	i
59	Cc1ccc2c(c1)[C@H]1[C@H](CO2)[C@H](c2ccccc2)[C@]2(C)C(=O)Nc3cc(F)ccc3C(=O)N12	15	.
60	O=C(Oc1ccc2c(c1)O/C(=C\c1ccncc1)C2=O)c1cccs1	-19	i
61	Cc1ccc(CONC(=O)c2ccc([N+](=O)[O-])cc2)cc1	3	.
62	CC1=C(C(=O)Nc2ccc(C)cc2C)C(c2cccc(Cl)c2)n2nc(C(=O)OC(C)C)nc2N1 (configuration not stated)	-15	i
63	CC(C)Cc1nnc(NC(=O)c2ccc([N+](=O)[O-])cc2)s1	-9	i
64	Cc1cc(=O)oc2cc(OCCSCCN3CCCCC3)ccc12	-16	i
65	C=CCN(c1ccccc1)S(=O)(=O)c1ccc2c(c1)NC(=O)C(C)S2 (configuration not stated)	-15	i
66	Cc1ccc(Cl)cc1NC(=O)COC(=O)CC(C)(C)C	-18	i
67	C/C(=N\N1CCN(c2ccccc2)CC1)c1ccco1	-18	i
68	CCN(CC)CCNC(=O)c1ccc(NC(=O)COc2ccc3c(c2)CCC3)cc1	-23	.
69	Cc1cc(C(=O)Nc2cccc(-c3ccc(N4CCOCC4)nn3)c2)ccc1[N+](=O)[O-]	-21	i
70	O=C1C2C(C(=O)N1/N=C/c1cc([N+](=O)[O-])ccc1O)C1C=CC2C12CC2 (configuration not stated)	-5	i
71	CCOC(=O)c1ccc(-c2ccc(/C=C(\C#N)C(=O)NCc3cccs3)o2)cc1	-14	i
72	COc1ccc(NC(=O)c2cn3c(nc4ccccc43)c(C#N)c2C)cc1	3	i
73	Cc1sc2nc(CN3CCOCC3)nc(NS(=O)(=O)c3ccccc3)c2c1C	-27	i
74	O=C(Nc1ccccc1)/C(=C/c1cccc(Br)c1)NC(=O)c1ccco1	-2	i
75	Cc1cccc(C)c1NC(=O)COC(=O)CCc1ccc(S(=O)(=O)N2CCCCC2)cc1	-10	i
76	CC(=O)N1CCc2cc(S(=O)(=O)NC3CCCc4ccccc43)ccc21 (configuration not stated)	27	i
77	Cc1cccc(NN=C2c3ccccc3-c3ccccc32)c1	-28	i
78	O=C(Nc1cccnc1)/C(N=Nc1cccnc1)=C(\O)c1ccccc1	-23	i
79	CCc1nc2c(cnn2-c2ccc(Cl)cc2)c(=O)n1-c1ccc2c(c1)OCCO2	4	i
80	C=CCOc1ccc(/C=C2\SC(=Nc3cccnc3)NC2=O)cc1	11	i
81	O=C(O)c1cccc(NC(=O)c2ccc3c(c2)C(=O)N(c2ccccc2)C3=O)c1	-25	i
82	Cc1cc(C)n2c(SCC(=O)Nc3ncc(C(F)(F)F)cc3Cl)nnc2n1	5	i
83	CN=C(Nc1cc(C)nn1-c1ccccc1)c1ccc(F)cc1	-12	i
84	Cc1ccc(CCNC(=O)C2CCC(=O)N2CCc2ccccc2)cc1 (configuration not stated)	-22	i
85	COc1ccc(OC)c(NC(=O)CCN2CCCC(C)C2)c1 (configuration not stated)	-19	i
86	O=C(COC(=O)/C=C/c1ccc2c(c1)OCO2)NC1CC1	-3	i
87	CCn1c(SCC(=O)O)nc2sc3c(c2c1=O)CCC3	-9	i
88	COc1cccc(C(=O)n2cnnc2N)c1OC	-9	i
89	CC(C)c1cc(C(=O)Nc2cccnc2)no1	-24	i
90	CCCCCCCCOC(=O)CCc1c(C)[nH]c(=S)[nH]c1=O	12	i

# The final 5 records of the section before are carried over, then new ones follow.
no.	Structure	OX1R antagonist	CHT allo act
86	O=C(COC(=O)/C=C/c1ccc2c(c1)OCO2)NC1CC1	-3	i
87	CCn1c(SCC(=O)O)nc2sc3c(c2c1=O)CCC3	-9	i
88	COc1cccc(C(=O)n2cnnc2N)c1OC	-9	i
89	CC(C)c1cc(C(=O)Nc2cccnc2)no1	-24	i
90	CCCCCCCCOC(=O)CCc1c(C)[nH]c(=S)[nH]c1=O	12	i
91	Cn1c(/C=C/c2ccc([N+](=O)[O-])o2)nc2ccccc2c1=O	-11	i
92	CCCCNC(=O)c1ccc(S(=O)(=O)c2ccc(Cl)cc2)c(NC(C)=O)c1	-18	i
93	CC(C)n1c(SCC(=O)Nc2nc3c(s2)CCCC3)nc2c1c(=O)n(C)c(=O)n2C	-5	i
94	CC(=O)N(CCC(c1ccccc1)c1ccco1)Cc1cccs1 (configuration not stated)	-31	i
95	Cc1ccc(NC(=O)Cn2cnc3c(NCc4ccccc4)ncnc32)cc1C	-8	.
96	O=C(Nc1ncc2c(n1)-c1ccccc1OC2)c1ccccc1Cl	0	i
97	CC1CCC(NC(=O)Cn2c(=O)oc3cc(S(=O)(=O)N4CCCC4)ccc32)CC1 (configuration not stated)	-6	i
98	CC1CCCCC1NC(=S)Nc1cccc(S(=O)(=O)N(C)C)c1 (configuration not stated)	-6	i
99	COc1cccc(CNCCc2c[nH]c3ccccc23)c1OCc1ccccc1F	17	i
100	CC(C)(C)c1ccc(OCc2ccc(C(=O)N/N=C/c3ccc(O)c(O)c3)cc2)cc1	-10	i
101	CCOc1ccc(-n2c(SCC(=O)Nc3nccs3)nc3c(c2=O)SCC3)cc1	-18	i
102	O=C(COC(=O)c1ccccc1-n1cnnn1)c1ccc(F)cc1	-15	i
103	CNc1nc(Sc2ccc(C)cc2)cc(C(F)(F)F)n1	-26	i
104	CC(=O)N1c2ccccc2C(=O)C1N1CCCCC1 (configuration not stated)	-6	i
105	COCCN(CC(=O)Nc1cccc(C)c1C)C(=O)c1oc2c(Cl)cccc2c1C	-5	.
106	O=C1CN(C(=O)c2ccc(F)cc2)c2ccccc2N1	-10	i
107	CCCCCCCNc1cccc(C)c1	-7	i
108	CCOC(=O)C1=c2s/c(=C\c3cccnc3)c(=O)n2C(N)=C(C(=O)OC)C1c1cccnc1 (configuration not stated)	-47	i
109	CCCCn1nnc(NC(=S)NC(=O)c2ccc(OCC)c([N+](=O)[O-])c2)n1	-22	i
110	O=C(CSc1ccc(/C=N/NC(=O)c2cccc(F)c2)o1)Nc1ccccc1	-28	i
111	CCCc1nc2c(s1)CCc1onc(-c3cccc([N+](=O)[O-])c3)c1-2	-28	i
112	OCCNCCCCCOc1ccc(F)cc1	-5	i
113	CCOc1ccccc1NC(=O)CCS(=O)(=O)c1ccc2c(c1)CCN2C(C)=O	-22	i
114	COc1cccc(/C=C/C(=O)OCC(=O)NCCCc2ccccc2)c1OC	-10	.
115	COc1cc(-c2nc(-c3ccccc3)c(-c3cccs3)[nH]2)cc(OC)c1OC	-16	i
116	NS(=O)(=O)c1cccc(NC(=O)c2cc(=O)c3ccccc3o2)c1	2	i
117	CCN(c1ccccc1)S(=O)(=O)c1ccc(OC)c(NC(=O)CNC)c1	-20	i
118	COc1ccc(NC(=O)CSCC(=O)Nc2nnc(C)s2)cc1	4	i
119	CCO[C@@H]1OC(C(=O)O)=C[C@H](c2coc3ccccc3c2=O)[C@H]1CCCO	5	i
120	C=CCc1ccccc1OCC(O)CN1C(=O)c2ccccc2C1=O (configuration not stated)	-23	i
121	N#CC1=C(Nc2ccccc2)SC=C(c2ccc(Cl)c(Cl)c2)N=C1N1CCOCC1	-32	i
122	CC(C)CCn1c(=O)c2ccccc2n2c(=S)[nH]nc12	-20	i
123	CCOc1ccc(NS(=O)(=O)c2cc(C(=O)NCCN3CCOCC3)ccc2C)cc1	-10	.
